# POLH inh: qHTS for Inhibitors of Polymerase Eta; recombinant Pol eta, fluorescent DNA replication assay; Potency, µM (top dose mostly 114 µM), inactives show at the highest dose activity change, negative = inhibition, hits mostly inhibitors; 390,000 compounds, 1.2% hits; AID 588591, 2011; also: potency is read from the fitted curve at half-maximal effect; % is scaled to controls: 0 for no effect and ±100 for the full control effect
#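 Fluorescent replication assay: 50 nM final substrate added after a 15 min room-temperature compound preincubation with 10 nM enzyme. Signal taken at 0 min and again at 10 min.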
# JMJD2A Tudor inh: qHTS Assay for Inhibitors of JMJD2A-Tudor Domain; AlphaScreen JMJD2A-Tudor / H3K4me3 peptide binding; 390,000 compounds, 4.4% hits; Lysine-specific demethylase 4A (Homo sapiens), O75164; Potency, µM (series often up to 114 µM), for inactives: at the highest dose activity change, negative = inhibition, hits mostly inhibitors; also: potency is read from the fitted curve at half-maximal effect; % is scaled to controls: 0 for no effect and ±100 for the full control effect; nearly all actives have a fitted effect of over 50% in size
# PI4K2A block: qHTS for small molecular inhibitors of PI4K2A | Phosphatidylinositol 4-kinase type 2-alpha (Homo sapiens), Q9BTU6 | purified PI4K2A, ADP-Glo luminescence, 1 h; hits give low values | activity change, negative = inhibition, % at 76.9 µM | 420,000 compounds, 0.13% hits | AID 1346378, 2018; in the data active = activity change below about -50%; inconclusive = mostly about -30% to -49%;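 also: -100% = wells without enzyme as full effect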
#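 In this quantitative HTS, ADP production by PI4K2A was quantified luminescently after 1 h at ambient temperature; 100 microM adenosine served as plate-quality control.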
# Tb PGK inh: qHTS Assay to Find Inhibitors of Phosphoglycerate Kinase. Phosphoglycerate kinase, glycosomal (Trypanosoma brucei brucei), P07378. PGK/GAPDH coupled, Kinase-Glo luminescence, 60 min. Potency, µM (highest dose often 57.5 µM), for the others: top-dose activity change, negative = inhibition, actives largely listed as inhibitors. 380,000 compounds, 0.043% hits. AID 602233, 2012; also: potency is read from the fitted curve at half-maximal effect; % is scaled to controls: 0 for no effect and ±100 for the full control effect; nearly all actives have a fitted effect of over 60% in size
#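 Luminescent ATP detection (Kinase-Glo Plus) follows a 60-minute room-temperature incubation, with wells lacking PGK as controls. Buffer: 100 mM TEA (pH 7.6), 5 mM MgCl2, 0.01% Tween-20. Coupling enzyme GAPDH (100 nM final) supplies unstable 1,3-BPG in-well.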
# HP1b chromo inh: HTS for Inhibitors of HP1-beta Chromodomain Interactions with Methylated Histone Tails; Chromobox protein homolog 1 (Homo sapiens), P83916; AlphaScreen HP1-beta / biotin-H3K9me3 peptide binding; Potency, µM (doses to about 114 µM), for the others: at the top dose activity change, negative = inhibition, most hits filed as inhibitors; 390,000 compounds, 0.56% hits; also: potency is read from the fitted curve at half-maximal effect; nearly all actives have a fitted effect of over 70% in size; inactives centre near 23
# Target sequence (P83916 whole entry, looked up): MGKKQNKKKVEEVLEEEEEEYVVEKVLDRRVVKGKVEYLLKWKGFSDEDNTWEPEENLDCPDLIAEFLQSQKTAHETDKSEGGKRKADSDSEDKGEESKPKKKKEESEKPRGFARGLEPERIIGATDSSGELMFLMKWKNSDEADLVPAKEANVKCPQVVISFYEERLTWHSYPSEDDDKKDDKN
#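 AlphaScreen: HP1-beta (50 nM) preformed 30 min with biotin-H3(1-18)K9me3 peptide (50 nM) in PBS pH 7.4, 0.01% Tween-20. Compound added for 30 min at RT, then streptavidin donor/nickel chelate acceptor beads (10 ug/mL) for 30 min.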
# G9a inh: qHTS Assay for Inhibitors of Histone Lysine Methyltransferase G9a | G9a H3K9 monomethylation, AlphaScreen, 2 h | Potency, µM (series often up to 102 µM), without a hit: top-dose activity, negative = inhibition, actives largely listed as inhibitors | 350,000 compounds, 8.8% hits | AID 504332, 2011; also: potency is read from the fitted curve at half-maximal effect; % is scaled to controls: 0 for no effect and ±100 for the full control effect; nearly all actives have a fitted effect of over 75% in size
#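 Signal arises when biotinylated H3K9 peptide, once monomethylated, bridges streptavidin donor and antibody-captured acceptor beads. Enzyme at 20 nM was preincubated 15 min with test compounds; peptide 500 nM and SAM 20 uM then reacted for 2 h.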
# Pin1 inh: qHTS Assay to Find Inhibitors of Pin1. Potency, µM (highest dose often 115 µM), without a hit: at the highest dose activity, negative = inhibition, most hits filed as inhibitors. Pin1 FP peptide displacement, HiFluor488, 10 min. Peptidyl-prolyl cis-trans isomerase NIMA-interacting 1 (Homo sapiens), Q13526. 390,000 compounds, 0.009% hits; active = well fitted inhibition curve with a large enough effect in the polarisation, with a control signal flat, not every such curve was filed as active; inconclusive = small, poorly fitted or top-dose-only effect, or effect the other way, or a change in a side signal; inactive = no such curve, though single readings can be large or run the other way; the % refers to the polarisation; also: potency is read from the fitted curve at half-maximal effect; % is scaled to controls: 0 for no effect and ±100 for the full control effect
# Target sequence (Q13526 whole entry, looked up): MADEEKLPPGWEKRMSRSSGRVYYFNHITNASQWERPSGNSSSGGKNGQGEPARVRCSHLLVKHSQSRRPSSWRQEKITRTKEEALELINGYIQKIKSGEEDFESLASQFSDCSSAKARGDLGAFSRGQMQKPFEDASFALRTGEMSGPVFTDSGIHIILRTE
# BAZ2B block: qHTS Assay for Inhibitors of BAZ2B. Bromodomain adjacent to zinc finger domain protein 2B (Homo sapiens), Q9UIF8. AlphaScreen BAZ2B-H3K14Ac peptide displacement. Potency, µM (top dose mostly 114 µM), inactives show at the top dose activity change, negative = inhibition, hits mostly inhibitors. 360,000 compounds, 4.4% hits. AID 504333, 2011; also: potency is read from the fitted curve at half-maximal effect; % is scaled to controls: 0 for no effect and ±100 for the full control effect; nearly all actives have a fitted effect of over 60% in size
#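 Compounds, titrated to a top concentration of 110 uM, were incubated 30 min at room temperature with preformed BAZ2B/acetyl-K14 H3 peptide complex (50 nM each). Proximity signal was measured by AlphaScreen after 20 min with beads.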
# GLS inh: qHTS for Inhibitors of Glutaminase (GLS) | Glutaminase kidney isoform, mitochondrial (Homo sapiens), O94925 | 410,000 compounds, 0.21% hits | GLS enzymatic activity, qHTS titration | Potency, µM (titrated, usually from 45.5 µM), for inactives: at the highest dose activity change, negative = inhibition, hits mostly inhibitors | AID 624170, 2012; also: potency is read from the fitted curve at half-maximal effect; % is scaled to controls: 0 for no effect and ±100 for the full control effect
# Target sequence (O94925 whole entry, looked up, canonical isoform): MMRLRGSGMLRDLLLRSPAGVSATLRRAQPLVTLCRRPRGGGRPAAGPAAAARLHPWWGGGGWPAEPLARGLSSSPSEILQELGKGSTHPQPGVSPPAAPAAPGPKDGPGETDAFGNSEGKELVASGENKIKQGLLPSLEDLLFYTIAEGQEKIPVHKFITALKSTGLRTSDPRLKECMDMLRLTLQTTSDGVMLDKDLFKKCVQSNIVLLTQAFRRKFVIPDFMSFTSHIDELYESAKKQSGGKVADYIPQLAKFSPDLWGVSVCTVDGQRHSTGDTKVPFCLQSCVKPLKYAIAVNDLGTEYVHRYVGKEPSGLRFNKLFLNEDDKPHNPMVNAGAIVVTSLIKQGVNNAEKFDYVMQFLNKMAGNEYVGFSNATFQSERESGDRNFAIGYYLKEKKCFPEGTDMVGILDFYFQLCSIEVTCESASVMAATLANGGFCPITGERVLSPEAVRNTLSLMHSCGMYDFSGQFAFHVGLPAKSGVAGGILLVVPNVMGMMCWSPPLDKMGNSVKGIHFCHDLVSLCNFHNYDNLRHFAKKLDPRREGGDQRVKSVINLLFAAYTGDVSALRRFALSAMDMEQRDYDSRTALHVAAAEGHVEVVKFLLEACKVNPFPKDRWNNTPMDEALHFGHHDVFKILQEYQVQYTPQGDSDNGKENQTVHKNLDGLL
#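 hKGA in 45 mM KH2PO4 (pH 8.2), 0.02% Tween-20 with compound, then 1mM L-Glutamine (stock as added) plus glutamate oxidase/HRP/Amplex red coupling mix. Fluorescence read initially and after 30 min at RT; signal change reflects glutamate formation.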
# Starred values were filed as active, the others as inactive; i = inactive; ? = inconclusive; nt = not tested or not shown; [ ] = remark or other dose. Unless noted, calls follow the shape of the dose curve; as a rule, active = well fitted curve in the direction sought with a large enough effect; inconclusive = small, poorly fitted or top-dose-only effect, or another doubt; inactive = no such curve, though single readings can be large; an effect the other way counts as inactive or inconclusive. Not all compounds are listed; count on the stated rates, not on these rows.
POLH inh,JMJD2A Tudor inh,PI4K2A block,Tb PGK inh,HP1b chromo inh,G9a inh,Pin1 inh,BAZ2B block,GLS inh,SMILES
-17.3%,-5.5%[57.1 µM],2.5,-3.4%,-1.6%,-1.9%[59 µM],-1.3%,-0.2%,10.2%,CCC(=O)c1ccc(OCC(O)CN2CCN(c3cccc(C(F)(F)F)c3)CC2)cc1 (stereo not given)
-1.7%,-12.2%,3.0,-8.4%,-0.2%,?,-4.3%,-1.3%,24.0%,COC(=O)Cc1ccc(NC(=S)NNC(=O)c2ccccc2Br)cc1
-12.9%,-19.4%,2.4,-1.5%,9.2%,2.0%[59 µM],0.8%,-16.7%,-3.5%,CC(C)C(=O)Nc1nc(-c2ccc([N+](=O)[O-])cc2)cs1
-22.6%,99.3%[activator],0.7,-7.3%,187.1%,67.9%[activator][59 µM],-10.1%,63.7%[activator],-4.4%,O=C(COC(=O)C1CCC1)Nc1ccccc1Sc1ccccc1
-10.9%,-3.1%,0.1,1.5%,13.8%,0.7%[59 µM],-4.9%,2.9%,-7.5%,CCN=C(NCC)SC1CC(=O)N(c2ccc(OC)cc2)C1=O (stereo not given)
7.5%,-6.2%,4.2,-2.5%,17.7%,50.1µM*,2.2%,10.9%,-5.4%,COc1cc(C#N)ccc1OC(=O)c1cccc(S(=O)(=O)N2CCN(C)CC2)c1
-24.5%,?,-5.4,2.2%,?,?,?,8.91µM*,-2.1%,CCCCN1C(=O)/C(=C/C=C2/CC(C)(C)CN2C)SC1=S
-7.3%,-26.7%,-1.6,i,-12.7%,-27.2%[59 µM],10.5%,?,-5.7%,CCCn1c2ccccc2c2cnn(CC(=O)N(C)c3ccccc3CC)c(=O)c21
-12.8%,-8.1%,-2.2,-7.4%,17.0%[57 µM],1.7%[59 µM],9.2%,2.2%,-0.8%,CCCc1nnc(SCc2cc(=O)c3c(C)cc(C)cc3[nH]2)n1C
-1.2%,-8.9%,4.8,-2.2%,72.6%[activator],35.0%,-2.7%,2.2%,-24.6%,CCc1cccc(NC(=O)CCCn2nc(C)c3c(C)n(-c4ccccc4)nc3c2=O)c1
-26.8%,-9.1%,1.4,0.4%,52.9%[activator],1.9%[59 µM],3.3%,-22.1%,1.2%,CCOC(=O)c1cc(-c2ccc(C)cc2)n(CCC(=O)NCc2ccccc2)c1C
-13.8%,-3.0%,0.5,3.7%,16.2%,-34.1%[59 µM],0.2%,-19.2%,7.1%,Cc1nc2cc(-c3cccc(F)c3)nn2c(C)c1CCC(=O)N1CCN(c2ccc(F)cc2)CC1
-10.3%,3.7%,-1.4,-1.0%,41.0%,17.6%,1.3%,-0.7%,2.6%,CC(C)(O)C#Cc1ccc(C(=O)NCc2cccs2)s1
-9.4%,-4.2%,-0.4,i,20.8%,17.3%,-1.1%,-10.7%,-0.8%,O=C(Nc1cccc(-c2nc3ccccc3s2)c1)c1ccc2c(c1)OCO2
?,?,3.5,-1.8%,-15.5%,?,-7.0%,?,-0.8%,On1onc2c3cc(-c4ccccc4)nc3ccc21
-20.5%,-14.0%,6.0,i,12.0%,14.2%,?,-19.2%,-17.4%,COc1ccccc1N(CC(=O)NCCSCc1cccc(C)c1)S(=O)(=O)c1ccccc1
20µM*,?,-5.5,i,13.7%,?,?,-9.5%,17.8µM*,O=C(NC(Cc1ccccc1)C(=O)O)/C(=C/c1ccco1)NC(=O)c1cccc(Br)c1 (stereo not given)
-6.4%,-19.3%,-1.1,-8.5%,-20.8%,nt,-8.9%,nt,-4.7%,Cc1cc(C)nc(SCC(=O)NN=Cc2ccc(C)o2)n1
-5.3%,?,0.1,-2.8%,-21.3%,?,0.3%,-11.0%,-9.7%,COc1ccc(C(=O)CC(Nc2ccc([N+](=O)[O-])cc2)c2ccc(OC)cc2)cc1 (stereo not given)
-9.5%,-9.5%,4.3,4.0%,19.7%,1.1%[12.7 µM],-5.3%,2.1%,0.4%,COc1ccc(S(=O)(=O)NCc2ccccc2)cc1
1.1%,-3.7%,0.7,0.8%,22.1%,14.3%[12.7 µM],3.5%,-3.7%,12.0%,COc1ccccc1NS(=O)(=O)c1cccc(C(=O)N/N=C(\C)c2cccnc2)c1
-11.1%,0.0%,-0.1,1.9%,26.1%,0.1%[59 µM],-3.8%,1.0%,0.7%,COc1ccc(NC(=O)Cn2c(=O)n(CCc3ccccc3)c(=O)c3ccccc32)cc1
-0.2%,-9.5%,4.3,8.4%,3.1%,2.9%,1.2%,-9.7%,6.1%,COc1cc(/C=C/C(=O)N2CCN(c3ccccn3)CC2)cc(OC)c1OC
-11.5%,-33.3%,-0.6,i,16.5%,-0.2%[59 µM],14.9%,-3.8%[57.1 µM],6.9%,Cc1ccc(C)c(NC(=O)c2cnn(-c3cccc(F)c3)c2C2CCN(C(=O)OC(C)(C)C)CC2)c1
-8.8%,50.1µM*,-29.8,i,20.0%,nt,?,nt,0.7%,O=C(Cn1cc(COc2ccc(Br)cc2[N+](=O)[O-])nn1)c1ccc(O)cc1
-9.9%,2.6%,3.7,3.5%,71.6%[activator],-2.9%[59 µM],9.4%,2.5%,2.5%,O=C(CSc1nnnn1-c1ccc(Cl)cc1)N1CCc2ccccc2C1
-16.7%,-19.1%,-4.7,2.3%,35.6%[activator],-31.6%,0.4%,-32.1%,11.0%,CCOC(=O)c1c(CNc2ccncc2)n(C)c2cc(Br)c(O)cc12
-11.0%,-3.5%,-0.5,0.7%,44.6%[activator],3.3%,1.0%,2.7%,15.8%,O=C(NCCc1ccc(F)cc1)c1n[nH]c2ccccc12
-6.9%,-27.2%,2.3,0.4%,12.8%,-2.5%[59 µM],2.1%,15.2%[57.1 µM],1.1%,Cc1ccccc1CN1CCC(CNC(=O)c2cc3ccc4cccnc4c3[nH]2)CC1
-13.8%,-0.7%,2.9,i,35.9%,-10.7%,2.4%,-0.3%,-3.5%,c1ccc(CC2CCCNC2)cc1 (stereo not given)

# The results go on.
POLH inh,JMJD2A Tudor inh,PI4K2A block,Tb PGK inh,HP1b chromo inh,G9a inh,Pin1 inh,BAZ2B block,GLS inh,SMILES
-10.4%,6.8%,-9.0,-2.6%,30.3%[activator],3.2%[59 µM],9.3%,0.9%,-6.7%,Cc1cc(NC(=O)COC(=O)C2CCN(S(=O)(=O)c3cccc(Cl)c3Cl)CC2)no1
-21.6%,-16.4%,12.8,0.4%,62.3%[activator],8.0%,0.2%,-13.0%,-6.9%,O=C(C[n+]1cccc(Br)c1)c1ccccc1
-15.6%,-28.0%,-2.7,-7.9%,9.7%,-27.9%[59 µM],30.6%[activator],-6.6%,-9.5%,CC(=O)N1CCc2c(sc3c2c(=O)n(Cc2ccccc2)c(=O)n3CC(=O)Nc2ccc(C)c(F)c2)C1
-16.6%,50.0%[activator],1.8,6.5%,115.0%[activator],nt,-2.6%,nt,11.8%,COc1cc(C=O)ccc1OCCOCCOc1ccc(Cl)cc1Cl
-11.1%,-9.7%,0.7,3.1%,4.2%,10.3%,6.4%,-37.0%,4.3%,COC(=O)c1c(N)sc(C(C)=O)c1C
0.5%,-2.3%,-3.1,-1.9%,35.6%,-1.3%,0.9%,-18.9%,-1.2%,CC(C)C(=O)NCC(c1cccs1)S(=O)(=O)c1ccc(F)cc1 (stereo not given)
8.3%,-12.0%,2.3,-5.2%,15.5%,-0.5%,-2.8%,-10.9%,4.4%,CCCCC(=O)NNC(=O)CC(=O)Nc1ccccc1C(=O)O
-2.3%,1.58µM*,2.8,-9.3%,10.2%,nt,-3.3%,nt,-12.4%,CC(=O)N1CCN(C(=S)NC(=O)c2ccc(F)cc2)CC1
-14.0%,-3.5%,-1.1,-2.2%,33.5%[activator],38.9%[2.33 µM],6.0%,4.7%,57.2%[activator],Cc1ccc(S(=O)(=O)/N=C(\CSC(N)=O)Nc2ccccc2)cc1
-6.1%,7.1%,-3.9,3.6%,28.0%,5.0%,-10.8%,1.7%,9.2%,C/C(CC(=O)NCc1ccc(Cl)cc1)=N\NC(=O)Cc1ccccc1
-15.1%,-4.1%,-7.3,-12.3%,33.9%,nt,-4.0%,11.4%,-6.6%,COC(=O)c1sc(NC(=O)c2ccncc2)nc1C
5.1%,-8.2%,2.1,5.1%,24.5%,19.0%[12.7 µM],3.5%,0.3%,3.6%,CC1(C)CC(CCNC(=O)CCl)(c2ccccc2)CCO1 (stereo not given)
-19.2%,-16.6%,8.2,-5.8%,7.4%,nt,0.2%,nt,-13.3%,Cc1nnc(SCC(=O)NCC(=O)Nc2ccc(F)c(F)c2F)n1N
-11.3%,?,-6.6,-10.4%,-9.8%,50.1µM*,2.9%,?,-6.7%,Oc1ccc(N=Nc2ccccc2)cc1

# Full records as entered above. Screens in order: POLH inh	JMJD2A Tudor inh	PI4K2A block	Tb PGK inh	HP1b chromo inh	G9a inh	Pin1 inh	BAZ2B block	GLS inh
# Entry for CC(=O)N1CCN(C(=S)NC(=O)c2ccc(F)cc2)CC1 : -2.3%	1.58µM*	2.8	-9.3%	10.2%	nt	-3.3%	nt	-12.4%
# Entry for COC(=O)c1c(N)sc(C(C)=O)c1C : -11.1%	-9.7%	0.7	3.1%	4.2%	10.3%	6.4%	-37.0%	4.3%
